KKLEB tox – reduces viability of KKLEB cystic fibrosis airway cells. KKLEB CF airway cells viability, ATPlite luminescence, overnight; active compounds read low; cells stimulated with P. aeruginosa culture filtrate. 360,000 compounds, 0.36% hits. activity change (cytotoxicity), % at 5 µM;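 active = corrected activity change at or below -50% at 5 µM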
HIF-2a block – blocks HIF-2a reporter activity; 786-0 RCC cells HIF-2a reporter, luciferase luminescence, overnight; inhibition, % at 18.8 µM; 360,000 compounds, 0.72% hits;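 active = inhibition of the luminescence signal of 40% or more relative to plate controls, in a single-dose primary screen at 18.75 µM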
Shn3 3UTR inh – Schnurri-3 reporter inhibition in Clone20 osteoblasts | AID 588674 | inhibition, % at 12.5 µM | 360,000 compounds, 0.52% hits | Clone20 osteoblast Shn3 3'UTR firefly luciferase, 24 h;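 active = mean inhibition of at least 75% with every replicate also reaching 75%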;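 note: 0% = median of neutral control wells and 100% = pilot-screen positive control compound; some compounds past the cut are filed as inactive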
NR2E3 ag-1 – human photoreceptor-specific nuclear receptor agonism; Q9Y5X4; inhibition of corepressor binding, % at 3.98 µM; 360,000 compounds, 0.35% hits; AID 602229; CHO-S Gal4-NCOR/VP16-NR2E3 two-hybrid, luciferase;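 active = inhibition above the mean of all tested compounds plus 3 SD, cut at about 70% in these data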;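 note: 0% = DMSO with NR2E3 transfected cells and 100% = cells lacking NR2E3 construct; higher means lower luciferase signal from less NR2E3 corepressor binding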
Target sequence (Q9Y5X4 whole entry, looked up, the tested form may be a part): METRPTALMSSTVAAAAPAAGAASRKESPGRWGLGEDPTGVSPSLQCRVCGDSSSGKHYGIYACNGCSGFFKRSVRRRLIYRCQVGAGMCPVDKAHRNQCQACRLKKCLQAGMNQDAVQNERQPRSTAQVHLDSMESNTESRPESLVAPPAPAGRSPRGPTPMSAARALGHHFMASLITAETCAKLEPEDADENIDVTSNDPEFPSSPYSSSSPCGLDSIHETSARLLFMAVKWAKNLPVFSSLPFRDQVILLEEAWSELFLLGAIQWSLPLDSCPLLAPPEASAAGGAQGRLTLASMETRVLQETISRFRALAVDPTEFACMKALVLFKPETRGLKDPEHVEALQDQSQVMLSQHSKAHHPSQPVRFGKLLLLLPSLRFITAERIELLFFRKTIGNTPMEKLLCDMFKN
TWEAK Fn14 block – blocks TWEAK-Fn14 interaction in a reporter cell assay | TWEAK-stimulated Fn14 reporter cells, luciferase luminescence, 8 h | inhibition, % at 10 µM | 360,000 compounds, 2% hits | AID 1159606; in the data active = inhibition above about 50%
MITF TRPM1 inh – MITF TRPM1 promoter inhibition in SK-MEL-5 cells; 330,000 compounds, 0.83% hits; SK-MEL-5 TRPM1 promoter luciferase, 24 h; AID 488899; inhibition, % at 12.5 µM;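 active = mean inhibition across replicates of 60% or more, whatever share of single replicates reaches that level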; note: values of inactives mirror those of a sister screen read the other way
aDG glyco act – alpha-DG glycosylation activation | Pro5-aDG cells, alpha-DG glycosylation AlphaScreen (IIH6); 0% Pro5, 100% B10-LARGE cell signal | AID 624168 | activation, % at 10 µM | 360,000 compounds, 0.22% hits;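 active = activation of at least 8% versus controls, or a plate z-score of at least 8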;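 note: Pro5 are CHO cells carrying HIG-tagged alpha-DG that lacks glycosylation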
CF NFkB block – cystic fibrosis NF-kB activation inhibition; KKLEB NF-kB-GFP reporter, PAF-induced, GFP fluorescence overnight; AID 588850; 360,000 compounds, 0.86% hits; inhibition, % at 5 µM;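 active = at least 50% inhibition at 5 µM, scaled per plate between neutral and stimulator controls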;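 note: PAF is a Pseudomonas aeruginosa culture filtrate used as stimulus; plate controls were PAF-stimulated DMSO wells for no effect and unstimulated DMSO wells for full effect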
hiPSC survival – increases survival of single human iPS cells; hiPSC single-cell survival, ATPlite luminescence; 100% = ROCK inhibitor wells, 0% = DMSO; AID 602274; 360,000 compounds, 0.044% hits; survival enhancement, % at 20 µM; in the data active = survival enhancement above about 18%;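 note: cells exposed to compounds for 16 hours before the ATP read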
Peg3 prom inh – reduces Peg3 promoter-driven luciferase expression in HeLa; HeLa PEG-Prom luciferase reporter, luminescence, overnight; inhibition, % at 20 µM; 360,000 compounds, 1.7% hits;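 active = inhibition of at least 50% at 20 µM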
NR2E3 ag-2 – NR2E3 (human) agonism; Q9Y5X4; GST-NR2E3/biotin-RetCOR TR-FRET, 1536-well; inhibition of corepressor binding, % at 4.78 µM; 320,000 compounds, 0.12% hits; AID 2300;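 active = percent inhibition above the cutoff of mean plus 3 SD of all tested compounds, set per screening campaign, cut at about 20% in these data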;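 note: 0% = DMSO wells and 100% = biotin wells as full block of FRET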
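Material: NR2E3–RetCOR corepressor complex / Incubation: Compound–protein incubation for 5 h at 4 °C / Dosing: compound at 4.8 µM, single dose / Detection: time-resolved FRET / Benchmarks: high control biotin, low control 0.6% DMSO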
* marks the source's active call; other numbers are inactive results; / = not tested or not shown.

SMILES	KKLEB tox	HIF-2a block	Shn3 3UTR inh	NR2E3 ag-1	TWEAK Fn14 block	MITF TRPM1 inh	aDG glyco act	CF NFkB block	hiPSC survival	Peg3 prom inh	NR2E3 ag-2
CCOC(=O)c1c(S(=O)(=O)N2CCN(Cc3ccccc3)CC2)c(C)n(C)c1C	14	-3	-10	1	3	-4	-0.2	-7	-0.5	11	0
CCOC(=O)C1=NOC(CN(c2ccccc2)S(=O)(=O)c2ccc(Cl)cc2)C1 (stereo not given)	6	21	-2	14	-12	0	-0.2	-4	-0.4	-1	0
Cc1ccc2c(c1)CCCN2C(=O)C1CCCO1 (stereo not given)	2	4	-3	-27	6	6	-0.3	2	3.7	0	2
CCn1c(=O)cc(OCC(=O)Nc2cc(C)ccn2)c2ccccc21	-12	-78	1	3	2	-4	-0.5	21	0.6	-8	3
O=C(Nc1cccc(C(=O)N2CCOCC2)c1)c1cccnc1	1	8	8	-6	-8	3	-0.2	-12	0.2	10	7
Clc1ccc(OCc2cn3cccnc3n2)c2ncccc12	3	-147	-7	-60	-6	-33	-0.2	8	0.1	-116	/
C=CCN1C(=O)/C(=C2/Sc3ccccc3N2CCCS(=O)(=O)O)SC1=S	13	14	-9	-19	-11	17	0.3	-8	4.8	0	-2
CC(=O)N(CCc1cccc(C)c1)Cc1cc2ccc(C)cc2[nH]c1=O	-5	9	8	12	-25	0	0.2	19	0.3	22	2
COc1cc2c(cc1OC)CN(C(=O)CN1C(=O)NC3(CCCCC3C)C1=O)CC2 (stereo not given)	-8	15	-30	-35	3	3	-0.3	-4	-0.3	-6	/
Cc1ccc(NC(=O)NCc2ccc3c(c2)OCO3)cc1C	2	-200	-17	-67	-18	-23	-0.1	-13	1.2	-163	1
COc1cc(NC(=O)c2c(F)cccc2F)nc(OC)n1	-7	-171	-24	-64	-13	-46	-0.2	-1	-0.2	-125	2
COc1ccccc1NS(=O)(=O)c1cccc(NS(=O)(=O)c2cc(C(=O)O)ccc2OC)c1	10	6	-13	12	3	0	-0.2	9	-1.2	-2	/
COc1cc(C(O)c2nc(-c3ccc(C)c(C)c3)cs2)ccc1F (stereo not given)	-4	-10	19	-2	19	/	0.0	0	-0.9	12	/
CC(=O)N1CCN(C(=S)NC(=O)c2ccc(S(=O)(=O)N3CCOCC3)cc2)CC1	0	10	-21	-13	-11	2	0.1	9	5.6	4	2
O=C(Nc1cc(Cl)ccc1N1CCOCC1)c1ccc(F)c(S(=O)(=O)N2CCOCC2)c1	-39	-14	-1	-24	-6	-6	-0.3	26	0.0	-3	2
Nc1ccccc1-c1ccc([N+](=O)[O-])cc1	0	-17	55	-8	10	-6	0.0	2	-0.1	-52	/
N#Cc1cccc(CN2CCCN(Cc3ccc(F)cc3)S2(=O)=O)c1	-2	10	8	8	2	13	0.0	1	-0.8	16	-1
COC(=O)[C@H]1C[C@H](C(=O)O)[C@@H](C)C1(C)C	7	7	2	4	6	-3	0.1	-10	0.1	-7	1
CCN(CC)c1ccc(S(=O)(=O)N2CCOCC2)cc1NC(=O)c1cc(=O)c2ccccc2o1	-20	-2	37	-9	12	9	-0.8	40	-1.1	62*	1
CCCNC(=S)N1CCC(C(=O)c2ccc3c(c2)OCCO3)CC1	0	-8	-16	-20	14	-1	0.2	-1	2.0	-4	1
COc1cc(/C=C2\SC(=Nc3ccccc3)N(Cc3ccco3)C2=O)ccc1OC(C)C(=O)O (stereo not given)	6	0	-20	-19	12	-10	-0.1	20	-1.7	-21	0
CCN(CC(=O)Nc1sc2c(c1C#N)CCC(C)C2)CC(=O)NC1CCS(=O)(=O)C1 (stereo not given)	1	-105	-30	-3	-20	-7	-0.7	-6	0.2	-33	2
COC(=O)c1n[nH]c2ccccc12	-3	4	-24	-30	2	11	0.1	-2	1.4	11	6
Nc1nc(N)nc(COc2ccccc2)n1	7	-151	-85	-44	-8	-38	0.2	9	1.7	-127	2
Cc1[nH]c2ccccc2c1C(=O)C(=O)N1CCN(c2ccccc2Cl)CC1	2	14	-6	6	2	-9	-0.1	14	-0.6	22	0
CCOc1ccc(S(=O)(=O)Nc2nc3ccc(OC)cc3s2)cc1	4	7	-9	14	-14	0	-0.2	-14	7.0	8	1
CC(=O)N1c2c(cc(Br)cc2S(=O)(=O)Nc2c(C)n(C)n(-c3ccccc3)c2=O)CC1C (stereo not given)	15	-20	12	-7	-8	-7	0.0	-14	-1.2	-19	7
Cc1cc(OCC(=O)N(C)C2CCCCC2)ccc1Cl	5	-164	-56	-123	39	-40	0.3	6	-1.9	-199	2
Cc1cc(F)cc(-c2cc(C(=O)NCc3cccc(Cl)c3)[nH]n2)c1	12	-16	-8	6	-5	/	0.2	-35	3.0	7	/
CCOc1ccc(OCCNC(=O)c2cc(C3CC3)nc3c2cnn3C(C)C)cc1	-26	19	14	-12	25	6	-0.2	4	-0.4	41	/
COc1cc(OC)cc(C(=O)N[C@H](C(=O)OCn2nnc3ccccc3c2=O)C(C)C)c1	-3	13	-3	-17	21	9	-0.2	17	4.7	15	-1
O=C(CCn1nnc2ccccc2c1=O)NCC1CCC(C(=O)O)CC1 (stereo not given)	10	17	-3	0	-12	6	0.0	-4	0.0	-10	-2
COc1cc(OC)nc(NC(=O)CSc2nc3ccccc3o2)n1	-1	9	0	-25	8	-1	-0.1	-1	0.8	3	4
O=C1CC(N2CCSCC2)C(=O)N1c1cccc(Cl)c1 (stereo not given)	13	6	5	-13	-10	15	-0.2	16	2.4	4	-2
C/C(=N\NC(=O)c1ccc(NS(=O)(=O)c2cccs2)cc1)c1cccs1	3	12	-15	-14	6	0	0.1	-2	1.4	-1	-1
Cc1cc(Nc2ccccc2Cl)n2nnnc2n1	1	11	15	-23	3	2	0.9	-5	7.1	12	2
CC12CS(=O)(=O)CC1SC(=S)N2Cc1ccccc1 (stereo not given)	3	11	4	27	5	-4	0.1	1	0.8	29	4
COc1ccc(S(=O)(=O)N(C)C[C@H]2Oc3ccc(NC(=O)Nc4ccc(C(F)(F)F)cc4)cc3C(=O)N([C@H](C)CO)C[C@@H]2C)cc1	-15	-27	57	-9	58*	54	-0.5	23	-1.1	41	/
COc1ccc(/C(O)=C2/C(=O)C(=O)N(c3ncccn3)C2c2ccc(OC)c(OC)c2)cc1 (stereo not given)	-4	-2	5	-15	-3	3	0.0	10	2.7	-2	1
Cc1nc(C/C(=N\Nc2ccccc2)c2ccc(O)cc2O)cs1	12	-15	-28	-33	-20	14	-0.6	-6	-0.5	-31	-1
Cc1ccc(CS(=O)(=O)c2cn(CC(=O)N3CCOCC3)c3ccccc23)cc1	-15	-23	-3	-25	-3	-1	0.2	-9	-0.4	-10	0
Cc1ccc(C(=O)COC(=O)CCNS(=O)(=O)c2ccccc2F)cc1	-5	7	-7	-11	-3	9	-0.1	-14	0.2	-8	/
O=C(CSc1nnc2n(C3CCCC3)c(=O)c3ccccc3n12)N1CCCCCC1	8	4	1	-12	22	17	0.7	1	-1.1	26	-4
COc1ccc(S(=O)(=O)NC2CC(=O)N(c3ccccc3)C2)cc1C (stereo not given)	5	8	4	25	2	-3	1.8	-21	1.4	23	4
Nc1nc(NCCOCCO)nc(NC2CCCCC2)c1[N+](=O)[O-]	-3	-13	12	3	12	12	-0.3	27	-0.1	36	4
Cc1oc(C(C)(C)C)cc1C(=O)Nc1ccc2c(c1)OCO2	3	-192	3	-52	-17	/	0.0	11	0.0	-113	3
C(=N\Nc1nn2cnnc2c2ccccc12)/c1ccco1	-2	10	0	-22	5	-2	-0.2	-27	-0.2	9	0
O=C(/C=C/c1ccccc1)NC(N1CCOCC1)C(Cl)(Cl)Cl (stereo not given)	7	-17	-16	-40	23	-10	-0.1	-12	-1.2	-20	3
Cc1ccc(S(=O)(=O)N2CC[C@H]3[C@@H](C2)C(=O)C[C@@H](c2ccccc2)N3S(=O)(=O)c2ccc(C)cc2)cc1	9	14	9	-21	5	/	-0.2	-2	0.1	-19	/
O=C1OC(c2ccc(Cl)cc2)/C(=C(/O)c2ccccc2)C1=O (stereo not given)	0	-30	-8	-24	-2	5	-0.1	-9	-2.0	-33	1
Further entries
SMILES	KKLEB tox	HIF-2a block	Shn3 3UTR inh	NR2E3 ag-1	TWEAK Fn14 block	MITF TRPM1 inh	aDG glyco act	CF NFkB block	hiPSC survival	Peg3 prom inh	NR2E3 ag-2
CCN(CC)S(=O)(=O)c1ccc(N2CCOCC2)c(NC(=O)c2cc(=O)[nH]c3ccccc23)c1	-1	13	5	-10	-7	-3	0.0	6	-0.4	4	7
Cc1ccccc1CS(=O)(=O)Cc1ccc(C(=O)NCCCN2CCOCC2)o1	16	18	0	-13	3	6	-0.3	-3	-2.5	9	0
Cc1ccc(C)c(NC(=O)c2cc(S(=O)(=O)N3CCCCC3)ccc2N2CCOCC2)c1	5	16	-19	-11	-12	7	0.6	-25	-3.3	12	3
O=C(CNc1ccccc1)N/N=C/c1ccc([N+](=O)[O-])o1	1	1	-19	8	-8	56	4.8	-13	-1.7	11	1
COc1ccc(OCCNC(=O)C2(C)CCN2Cc2ccc(SC)cc2)cc1 (stereo not given)	-9	12	-8	-12	9	/	0.1	5	-0.5	14	/
COc1ccc(CCNC(=O)CS(=O)Cc2nc(-c3ccccc3F)oc2C)cc1OC (stereo not given)	1	3	-18	3	-3	21	0.0	16	0.9	-1	-1
CCN1CCN(c2nn3c(=O)c4ccccc4nc3c3ccccc23)CC1	0	8	-29	-14	-27	-36	0.3	1	0.3	9	2
Cc1nc2c(C)cccn2c1C(=O)N/N=C/c1ccccc1[N+](=O)[O-]	-1	-28	0	-28	-18	-37	0.0	5	0.9	6	-1
CC(=O)NS(=O)(=O)c1ccc(NC(=O)[C@@H]2CCCN2S(=O)(=O)c2ccc(Cl)cc2)cc1	14	10	0	-16	-1	-6	0.0	15	-2.6	10	/
CCN(CC)CCNC(=O)c1ccc(NC(=O)c2ccc(C(=O)c3ccccc3)cc2)cc1	27	-11	0	-23	-12	-11	0.4	-16	0.5	-3	-4
COc1cc(C)c(CN2CCC(n3nccc3NC(=O)C3CC3)CC2)cc1C	4	9	-9	-18	7	-5	0.5	3	-0.3	6	-2

Complete entries from above. Values in the order: KKLEB tox	HIF-2a block	Shn3 3UTR inh	NR2E3 ag-1	TWEAK Fn14 block	MITF TRPM1 inh	aDG glyco act	CF NFkB block	hiPSC survival	Peg3 prom inh	NR2E3 ag-2
Listed for Clc1ccc(OCc2cn3cccnc3n2)c2ncccc12 : 3	-147	-7	-60	-6	-33	-0.2	8	0.1	-116	/
Listed for Cc1[nH]c2ccccc2c1C(=O)C(=O)N1CCN(c2ccccc2Cl)CC1 : 2	14	-6	6	2	-9	-0.1	14	-0.6	22	0
Listed for Cc1nc(C/C(=N\Nc2ccccc2)c2ccc(O)cc2O)cs1 : 12	-15	-28	-33	-20	14	-0.6	-6	-0.5	-31	-1

Compound activity deposited in PubChem by several laboratories.
